Screening results as filed in PubChem BioAssay.
Cardio protect: modulators protecting cardiomyocytes from myocardial damage; AID 588492; actives 0.63% (n = 360,000); H9c2 cardiomyocytes, H2O2 injury protection, ATPLite, 2 h; protection from H2O2 cell death, % at 20 µM;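 active means compounds giving at least 50% protection of heart cells from peroxide-induced death in the single-dose screen, raw or plate-pattern-corrected value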;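 further: 0% = DMSO wells with peroxide and 100% = DMSO wells without peroxide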
CaV13 FRET inh: Primary screen for inhibitors of IQ motif and Ca2+-dependent inactivation inhibitor domain binding in CACNA1D, Förster resonance energy transfer in living cells, …; actives 0.098% (n = 340,000); HEK cells, CFP/YFP FRET ICDI-IQ, plate reader, 10 min; percent FRET-ratio fall versus neutral wells; inhibition, % at 12.3 µM; AID 743397;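 active means mean replicate inhibition of at least 30% and at least 1% of replicates passing that level; inconclusive means only one of the two criteria is met; inactive means neither criterion is met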;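 further: 0% = median of the neutral control wells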
Vif imaging: inhibitors of HIV Vif; AID 602346; actives 0.35% (n = 340,000); inhibition, % at 7.49 µM; HEK293T cells, Vif self-association by quenched fluorescence, imaging, 24 h; in the data active means inhibition above about 50%, passing the limit was not always enough; inconclusive means no clear call, values can overlap the other calls; inactive means below about 31%; further: some results filed as inactive read as strong as hits
PDI turbidity: PDI (human) enzyme inhibition; AID 588391; actives 0.052% (n = 350,000); PDI insulin aggregation turbidity, A650, 90 min; inhibition, % at 10 µM; P07237;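 active means mean inhibition across replicates of 30% or more, whatever share of single replicates reach that level; inconclusive means mean inhibition below 30% while every single replicate reaches 30%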;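 further: absorbance from insulin aggregation driven by PDI reduction with DTT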
Target sequence (P07237 whole entry, looked up): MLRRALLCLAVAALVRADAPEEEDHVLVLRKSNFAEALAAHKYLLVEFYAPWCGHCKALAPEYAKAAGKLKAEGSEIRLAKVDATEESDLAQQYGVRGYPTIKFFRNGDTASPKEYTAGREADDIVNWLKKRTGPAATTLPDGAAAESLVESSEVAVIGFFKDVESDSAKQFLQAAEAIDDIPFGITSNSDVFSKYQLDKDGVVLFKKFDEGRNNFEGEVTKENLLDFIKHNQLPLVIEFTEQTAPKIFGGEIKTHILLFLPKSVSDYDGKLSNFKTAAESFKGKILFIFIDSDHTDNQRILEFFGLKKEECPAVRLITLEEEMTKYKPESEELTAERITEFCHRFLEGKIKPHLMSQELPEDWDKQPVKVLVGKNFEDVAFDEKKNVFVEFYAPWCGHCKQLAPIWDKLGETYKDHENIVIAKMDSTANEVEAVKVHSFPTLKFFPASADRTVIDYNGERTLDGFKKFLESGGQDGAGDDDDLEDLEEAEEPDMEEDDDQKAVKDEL
N-glyco inh: N-linked glycosylation inhibition; D54 ERlucT glycosylation luciferase reporter, 24 h; percent of 100 nM tunicamycin response; reporter increase, % at 12.5 µM; actives 0.23% (n = 360,000);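 active means mean luciferase reporter signal, scaled so untreated is 0 and the glycosylation-blocking control 100, at or above a set limit in every replicate; inconclusive means mean reaches the limit but not every replicate does; inactive means mean below the limit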;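 further: luciferase carries N-glycosylation sites so blocking glycosylation raises the light; 0% = median of neutral control wells and 100% = median of 100 nM tunicamycin wells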
ABCB6 inh MLPCN: blocks the human ABCB6 transporter | Q9NP58 | K562-ABCB6 porphyrin accumulation, flow cytometry, 1 h; hits give low values | fluorescence ratio to DMSO, % at 10 µM | actives 0.19% (n = 360,000);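 active means fluorescence ratio to DMSO below 75%, the collection mean minus 3 SD; inconclusive means too few cells collected in the well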;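 further: signal is porphyrin accumulated inside mitochondria; 100% equals median channel fluorescence of DMSO control wells; lower ratio means ABCB6 inhibition with less porphyrin fluorescence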
hiPSC survival: hiPSC single-cell survival enhancement; ATPlite luminescence; 100% = ROCK inhibitor wells, 0% = DMSO; survival enhancement, % at 20 µM; actives 0.044% (n = 360,000); in the data active means survival enhancement above about 18%;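 further: cells exposed to compounds for 16 hours before the ATP read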
m5-HT2A agonist: mouse HTR2A agonism via beta-arrestin recruitment. CHO-K1 mHTR2A beta-arrestin complementation, luminescence; percent of 30 µM serotonin response. actives 0.66% (n = 360,000). activation, % at 7.6 µM. P35363;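 active means activation above a run cutoff, the mean activation of all tested compounds plus 3 SD, cut at about 14% in these data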;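 further: 0% = plate median of compound wells and 100% = 30 µM serotonin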
Target sequence (P35363 whole entry, looked up): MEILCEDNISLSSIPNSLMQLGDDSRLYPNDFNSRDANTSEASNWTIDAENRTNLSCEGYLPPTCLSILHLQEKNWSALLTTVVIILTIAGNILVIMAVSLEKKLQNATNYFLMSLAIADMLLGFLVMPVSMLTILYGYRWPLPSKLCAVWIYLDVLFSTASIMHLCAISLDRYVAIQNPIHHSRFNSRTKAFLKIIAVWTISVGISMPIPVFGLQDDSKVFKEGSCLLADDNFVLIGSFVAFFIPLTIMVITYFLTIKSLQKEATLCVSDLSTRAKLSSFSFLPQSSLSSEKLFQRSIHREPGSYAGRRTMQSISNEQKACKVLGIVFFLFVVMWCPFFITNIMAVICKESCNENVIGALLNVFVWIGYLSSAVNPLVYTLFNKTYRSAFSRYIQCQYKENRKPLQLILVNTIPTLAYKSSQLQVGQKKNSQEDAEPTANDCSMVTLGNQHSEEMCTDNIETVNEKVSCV
Exocytosis inh: blocks lytic granule exocytosis; TALL-104 LAMP-1 surface exposure, flow cytometry; cells stimulated with thapsigargin and PMA; inhibition, % at 10 µM; actives 0.66% (n = 360,000); AID 651702;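 active means inhibition above about 55%, limit read from the data; inconclusive means no clear call, values can overlap the other calls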
aDG glyco act: increases alpha dystroglycan glycosylation; Pro5-aDG cells, alpha-DG glycosylation AlphaScreen (IIH6); 0% Pro5, 100% B10-LARGE cell signal; activation, % at 10 µM; actives 0.22% (n = 360,000);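 active means activation of at least 8% versus controls, or a plate z-score of at least 8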;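 further: Pro5 are CHO cells carrying HIG-tagged alpha-DG that lacks glycosylation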
Starred values were filed as active, the others as inactive; ? = inconclusive; nt = not tested or not shown. Hits appear at their usual frequency (roughly 3.1% active in at least one column).

A first look, two compounds:
no.	canonical_smiles	Cardio protect	CaV13 FRET inh	Vif imaging	PDI turbidity	N-glyco inh
1	COc1cccc(NC(=O)CN(C)C(=O)c2csc3c2CCCC3)c1	4	-6	-3	6	1
2	O=S(=O)(Nc1ncccn1)c1ccc(F)cc1	1	-4	4	-4	-1

no.	ABCB6 inh MLPCN	hiPSC survival	m5-HT2A agonist	Exocytosis inh	aDG glyco act
1	91	0.0	-7	-1	1.4
2	102	-0.7	-2	0	-0.1

This part in full, previewed entries included:
no.	canonical_smiles	Cardio protect	CaV13 FRET inh	Vif imaging	PDI turbidity	N-glyco inh
1	COc1cccc(NC(=O)CN(C)C(=O)c2csc3c2CCCC3)c1	4	-6	-3	6	1
2	O=S(=O)(Nc1ncccn1)c1ccc(F)cc1	1	-4	4	-4	-1
3	CCOc1ccc(NC(=O)CN(C)C(=O)c2ccccc2-n2cnnn2)cc1OCC	4	-6	-4	6	2
4	COc1ccc(F)cc1S(=O)(=O)N1CCCCC1	-2	-5	-4	-7	2
5	Cc1nn(C)c(C)c1NS(=O)(=O)c1ccccc1Cl	0	-13	8	3	0
6	C[C@H](CO)N1C[C@H](C)[C@@H](CN(C)Cc2ccncc2)Oc2c(NS(=O)(=O)c3ccccc3)cccc2C1=O	4	-7	-2	6	2
7	COc1cc(CNc2ncnc3c2ncn3[C@H]2CN(Cc3ccc(F)cc3)C[C@@H](CO)O2)cc(OC)c1OC	10	-10	-3	2	3
8	CN1CCN(C(=S)NC(=O)c2ccccc2Br)CC1	2	-2	-14	11	2
9	CN(Cc1cc(=O)n2ccsc2n1)Cc1nc2ccccc2c(=O)[nH]1	11	-5	38	2	-1
10	CCC(=O)N1c2ccc(S(=O)(=O)CCC(=O)NCc3ccc4c(c3)OCO4)cc2CC1C (centres undefined)	3	3	5	-9	-2
11	Cc1ccc(COc2ccc(C)nc2[N+](=O)[O-])cc1	-14	-2	0	-2	-9
12	Nc1nc(SCC(=O)N2N=C3/C(=C\c4ccco4)CCCC3C2c2ccco2)n[nH]1 (centres undefined)	6	-13	0	16	1

no.	ABCB6 inh MLPCN	hiPSC survival	m5-HT2A agonist	Exocytosis inh	aDG glyco act
1	91	0.0	-7	-1	1.4
2	102	-0.7	-2	0	-0.1
3	96	-0.3	-9	-2	-0.2
4	101	0.9	2	0	-0.1
5	96	-0.5	3	8	0.2
6	102	-2.6	4	-2	0.0
7	93	0.9	1	0	-0.2
8	96	-0.5	7	1	0.2
9	103	7.1	3	-2	0.0
10	95	0.9	0	3	0.2
11	97	-0.3	1	-4	0.0
12	96	-3.3	1	-2	0.3

(list continues)
no.	canonical_smiles	Cardio protect	CaV13 FRET inh	Vif imaging	PDI turbidity	N-glyco inh
13	Cc1[nH][nH]c(=O)c1C(c1c(C)[nH][nH]c1=O)c1cn(Cc2ccccc2Cl)c2ccccc12	-10	-5	0	?	19
14	CCCCNCCOCCOc1ccc(C)cc1[N+](=O)[O-]	6	-5	-19	-3	-2
15	CCOC(=O)c1cnc(/N=C/N(C)C)s1	-6	-6	2	-2	5
16	Cc1cc(Br)ccc1NC(=O)CCS(=O)(=O)c1cccc2nonc12	-1	-3	-5	-4	2
17	N/C(=N\OC(=O)CCCC(=O)O)c1ncc(C(F)(F)F)cc1Cl	1	-2	23	0	0
18	O=C(c1ccco1)N1CCN(Cc2nc(Cc3ccccc3)no2)CC1	-2	-7	-1	2	-1
19	COc1cc(/C=N/NC(=O)Cn2nnc3ccccc32)ccc1O	-1	2	4	-6	2
20	COc1ccc(NC(=O)c2cc(C)on2)cc1OC	9	-7	1	-4	2
21	COc1cc(C(=O)NCC2(c3ccccc3)CCCC2)cc(OC)c1OC	-1	-4	-17	-2	1
22	COc1ccc(Br)cc1CN(C)CC(=O)Nc1ccccc1Cl	-2	-17	9	11	-1
23	CNC(=S)N1CCN(c2cccc(OC)c2)CC1	3	-6	-2	-4	1
24	CC1=C(C(=O)NCc2ccccc2)C(c2cccs2)n2ncnc2N1 (centres undefined)	5	-7	-4	-3	-1

no.	ABCB6 inh MLPCN	hiPSC survival	m5-HT2A agonist	Exocytosis inh	aDG glyco act
13	104	-2.0	-1	5	0.7
14	96	-0.5	-4	0	0.6
15	96	0.2	0	1	0.0
16	105	-0.5	12	13	0.0
17	93	-2.8	1	0	-0.6
18	95	-0.7	4	-2	-0.1
19	98	-1.8	-1	-7	0.3
20	100	1.2	4	1	-0.3
21	95	-0.5	12	-7	0.1
22	94	-0.6	-2	0	0.3
23	103	-3.2	-2	1	-0.2
24	87	-1.9	8	-3	0.0

(more compounds)
no.	canonical_smiles	Cardio protect	CaV13 FRET inh	Vif imaging	PDI turbidity	N-glyco inh
25	CCCCNC(=O)N(O)C1N(/N=C/c2cccs2)C(=S)SC1(C)C (centres undefined)	1	-4	5	4	-2
26	Cc1c(NC(=S)N/N=C/c2ccc(N(C)C)cc2)c(=O)n(-c2ccccc2)n1C	8	-3	0	-2	1
27	COCCNC(=S)Nc1ccc2nc(N3CCN(C)CC3)cc(C)c2c1	6	-18	-7	-30	3
28	O=c1[nH]c2ccc(Cl)cc2c(O)c1-c1ccccc1	8	nt	27	-18	0
29	O=C(c1cc(-n2cnnc2)ccc1Cl)N1CCN(c2nc(-c3ccccc3)cs2)CC1	17	0	-3	-10	-1
30	CSc1sc(-c2n[nH]c(=S)n2C)c2c1C=CCC2	-8	-5	2	9	-2
31	O=C(OCc1nnc(-c2ccc([N+](=O)[O-])cc2)o1)C1CCN(C(=O)c2ccc(Cl)cc2)CC1	-6	-6	10	4	2
32	CC[C@@H](C)[C@@H](CO)NC(=O)[C@H]1O[C@@H](n2cnc3c(N)ncnc32)[C@H](O)[C@@H]1O	-3	-6	-10	nt	1
33	O=C(COc1ccc(-c2nnco2)cc1)NC1CCCc2ccccc21 (centres undefined)	9	-4	4	-1	-3
34	COc1ccc(NC(=O)CC(C)C)c(OC)c1	-3	nt	9	4	2
35	COCCNC(=O)Cn1cc2c(n1)CCCCC2	1	-5	-2	nt	-2
36	COc1ccc(NC(=O)C2CC(c3c(F)cccc3Cl)=NO2)cc1OC (centres undefined)	-2	-3	-5	-4	0

no.	ABCB6 inh MLPCN	hiPSC survival	m5-HT2A agonist	Exocytosis inh	aDG glyco act
25	94	-0.5	3	0	0.0
26	100	4.4	-3	1	-0.2
27	94	-0.8	6	27	0.0
28	104	-2.2	0	-4	0.1
29	101	8.1	-2	2	1.3
30	99	-0.1	-5	0	-0.2
31	82	-0.4	-2	2	-0.2
32	99	-1.3	3	-2	0.1
33	91	0.4	-1	25	0.7
34	103	1.9	1	2	0.1
35	101	0.8	-2	0	-0.1
36	96	-0.6	-2	0	0.1

Additional entries
no.	canonical_smiles	Cardio protect	CaV13 FRET inh	Vif imaging	PDI turbidity	N-glyco inh
37	CC(C)Cn1nc(C(=O)Nc2cccc(S(=O)(=O)N3CCCC3)c2)c2ccccc2c1=O	9	-6	-23	-4	-4
38	Cc1c(C(=O)N(C)C2CCCCC2)sc2ncnc(N3CCN(c4ccccc4F)CC3)c12	0	nt	-7	3	-2
39	CCC(C)C(=O)Nc1nnc(SCC(=O)NC2CCCCC2)s1 (centres undefined)	8	-5	6	-9	-2
40	O=C(Nc1cccc(C(F)(F)F)c1)c1cccc2c(-c3cccnc3)coc12	1	nt	-3	0	13
41	Cc1[nH]n(-c2c(Cl)cc(Cl)cc2Cl)c(=O)c1C=Nc1ccc(S(=O)(=O)N2CCOCC2)cc1	4	-7	-2	8	1
42	CCc1cccc2c(SCC(=O)NCC3CCCO3)nc(-c3ccc(F)cc3)nc12 (centres undefined)	-10	-7	nt	3	-2
43	NC(=O)CCS(=O)(=O)CCN1CCN(S(=O)(=O)c2ccc3c(c2)CCC3)CC1	-1	-7	-2	-6	4
44	CNC(=O)NNC(=O)c1csc(-c2ccc(C(F)(F)F)cc2Cl)n1	1	-20	nt	1	1
45	CS(=O)(=O)N(Cc1ccco1)CC(O)Cn1c2ccccc2c2ccccc21 (centres undefined)	2	-7	-20	3	-3
46	c1cc(CN2CCCCC2)cc(OCCCNc2nc3ccccc3s2)c1	-7	-5	-3	4	-4
47	COc1cc(/C=C/C(=O)O)cc(S(=O)(=O)NCc2ccco2)c1OC	-5	nt	4	2	2
48	COc1ccc(/C=C/C(=O)OCC(=O)Nc2cccc(Oc3ccccc3)c2)c(OC)c1	-3	-16	5	-5	0

no.	ABCB6 inh MLPCN	hiPSC survival	m5-HT2A agonist	Exocytosis inh	aDG glyco act
37	92	-1.6	-4	1	-0.4
38	97	0.0	-6	85*	0.1
39	94	-0.6	-1	-8	0.0
40	101	-1.7	-3	-8	0.5
41	100	0.9	4	-2	-0.3
42	95	-0.4	-3	-4	0.2
43	90	0.5	4	1	-0.1
44	86	-0.2	2	2	0.0
45	89	-0.1	-1	7	0.0
46	94	3.0	-7	7	0.0
47	99	0.3	-4	-3	0.1
48	101	0.0	-6	4	-0.1

(listing goes on)
no.	canonical_smiles	Cardio protect	CaV13 FRET inh	Vif imaging	PDI turbidity	N-glyco inh
49	O=C(O)C(Cc1cc(Cl)ccc1Cl)Sc1nc2ccccc2[nH]1 (centres undefined)	-2	-5	-8	-1	1
50	O=C(Cn1nnc(-c2ccncc2)n1)NCCc1ccccc1	10	-7	3	-3	1
51	CCOC(=O)Cc1c(C)nc2c(-c3cccc(Br)c3)c[nH]n2c1=O	43	-5	-19	-3	1
52	O=C(Nc1ccccc1)c1sccc1Oc1ccc([N+](=O)[O-])cc1F	9	-5	7	7	-5
53	COc1ccc(-c2nnc(N)s2)cc1OC	-2	-6	-3	-14	1
54	CCN(CC)C(=O)c1cccc(-c2csc(C(C)(O)c3cccc(OC)c3)n2)c1 (centres undefined)	-5	-4	-39	-2	-3
55	CC(C)=CCN1CCN(Cc2cccn2-c2ccccn2)CC1CCO (centres undefined)	4	-3	0	9	1
56	CCCn1c(N)c(Sc2ccccc2[N+](=O)[O-])c(=O)n(CCC)c1=O	-3	-3	-5	10	2

no.	ABCB6 inh MLPCN	hiPSC survival	m5-HT2A agonist	Exocytosis inh	aDG glyco act
49	95	-0.5	-5	-1	-0.1
50	96	1.7	0	-1	0.0
51	92	0.3	-4	2	-0.1
52	94	3.6	-4	1	-0.1
53	94	-1.3	6	9	0.2
54	99	3.6	5	1	0.3
55	91	0.5	7	3	-0.1
56	95	-0.5	13	6	-0.1

Exocytosis inh, entries above that show a hit.
| No. | SMILES | CaV13 FRET inh | Vif imaging | PDI turbidity | N-glyco inh | ABCB6 inh MLPCN | m5-HT2A agonist | Exocytosis inh | aDG glyco act |
| --- | --- | --- | --- | --- | --- | --- | --- | --- | --- |
| 38 | Cc1c(C(=O)N(C)C2CCCCC2)sc2ncnc(N3CCN(c4ccccc4F)CC3)c12 | nt | -7 | 3 | -2 | 97 | -6 | 85* | 0.1 |
